# cytoskel mod: modifiers of cytoskeleton assembly; HUVEC TNFa F-actin phalloidin imaging, high content; inhibition, % at 2 µM; hit rate 0.18% among 91,000; AID 836;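 active means inhibition above the batch mean plus 3 SD and confirmed as a hit by visual image inspection, cut at about 30% in these data, passing the limit was not always enough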; further: strong numbers were not always called active
# Pyk2 oligo antag: blocks oligomerization of human Pyk2 in cells; Q14289; hit rate 0.83% among 99,000; Q293 cells, Pyk2 FERM NanoBiT luminescence; stronger effect = lower value; z-score (the deposit names both 25 µM and 10 µM);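 active means Z-score of -3 or lower, scaled per plate to the spread of control and sample wells; inactive means z-score above -3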;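 further: negative z-score means lost luminescence so less FERM oligomerization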
# VCAM1 TNFa inh: reduces TNF alpha induced VCAM1 expression in HUVEC; HUVEC TNFa-induced VCAM-1 immunofluorescence, high-content imaging; inhibition, % at 2 µM; hit rate 0.48% among 95,000; AID 802;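 active means inhibition above the batch mean plus 3 SD, with images confirmed as a hit by eye, cut at about 37% in these data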;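 further: 0% = TNF-stimulated DMSO wells and 100% = unstimulated control wells; not every result past the cut was called active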
# HUVEC inhibit: human endothelial cell proliferation inhibition; HUVEC proliferation, CellTiter-Glo luminescence, 72 h; stronger effect = lower value; viability, % at 10 µM (by protocol); hit rate 1.1% among 86,000;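 active means viability at or below 30%; inactive means viability above 30%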;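 further: 100% = median luminescence of DMSO-only cell control wells on each plate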
# IL1B cytotox: HUVEC cytotoxicity counter-screen, IL-1B stimulated. HUVEC cell count loss, Hoechst imaging. cell count reduction, % at 2 µM. hit rate 0.41% among 94,000. AID 845;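 active means cell count reduction more than 3 SD above the screen-wide mean, cut at about 70% in these data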;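 further: normalized per plate to untreated control cells as the no-loss baseline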
# HUVEC tox TNFa: toxic to HUVEC cells under TNF alpha stimulation; HUVEC TNFalpha-stimulated, Hoechst cell count, imaging; cell count reduction, % at 2 µM; hit rate 0.17% among 93,000; AID 848;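 active means cell count reduction exceeding the screen mean by over 5 SD, scaled to untreated wells per plate, cut at about 78% in these data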;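 further: cells counted after 24 h of TNF alpha exposure following the 1 h pretreatment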
# Smad3 inh: inhibitors of human Smad3 transcription factor binding. hit rate 0.29% among 88,000. AID 630. inhibition, % at 25 µM. P84022. TR-FRET Smad3/Dy647-FoxH1 peptide binding, europium anti-His;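 active means compounds that reduce the energy-transfer binding signal between the protein and its labelled peptide by more than half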;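 further: 0% = Smad3 plus labelled peptide maximal FRET and 100% = peptide-only background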
# Target sequence (P84022 whole entry, looked up): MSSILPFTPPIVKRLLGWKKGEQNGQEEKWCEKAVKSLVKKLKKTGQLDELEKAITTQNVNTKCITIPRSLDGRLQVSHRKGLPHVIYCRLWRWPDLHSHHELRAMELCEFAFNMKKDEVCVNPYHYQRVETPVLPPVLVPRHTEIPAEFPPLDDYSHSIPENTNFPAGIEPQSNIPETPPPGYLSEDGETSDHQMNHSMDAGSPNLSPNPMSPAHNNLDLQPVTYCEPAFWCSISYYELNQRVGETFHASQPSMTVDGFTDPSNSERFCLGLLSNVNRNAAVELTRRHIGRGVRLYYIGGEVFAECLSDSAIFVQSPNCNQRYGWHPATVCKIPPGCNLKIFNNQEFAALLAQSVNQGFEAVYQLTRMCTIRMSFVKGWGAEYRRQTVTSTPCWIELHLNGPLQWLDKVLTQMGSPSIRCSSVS
# Lung fibro prol: blocks proliferation of human lung fibroblasts; viability, % at 10 µM; hit rate 1.1% among 85,000; AID 719; LL 47 human lung fibroblast viability, ATP luminescence; stronger effect = lower value;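 active means viability at or below 50% in the single dose screen; inactive means viability above 50%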;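 further: compound exposure lasted 72 h before the ATP readout; 100% = median luminescence of untreated cell-only wells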
#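 test system = LL 47 human lung fibroblasts | amount = 1,150 fibroblasts seeded per well | medium = 15% FBS in IMEM | times = overnight cell rest, 72 h compound treatment at 37 °C | measured by = CellTiter-Glo luminescence measuring cellular ATP | read-out = viability percentage against median untreated-cell control | benchmarks = cell-only wells, no compound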
# H69AR growth 86K: growth inhibitors of human H69AR lung tumor cells; viability, % at 10 µM; hit rate 6% among 85,000; AID 598; H69AR lung tumor viability, ATP luminescence, 72 h; stronger effect = lower value;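 active means viability at or below 40%; inactive means viability above 40%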;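 further: multidrug resistant small cell line overexpressing MRP-1 efflux transporter; 100% = mean luminescence of untreated control wells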
# * = called active by the depositor; · = no result given; [ ] = dose if it differs, or a comment.
SMILES,cytoskel mod,Pyk2 oligo antag,VCAM1 TNFa inh,HUVEC inhibit,IL1B cytotox,HUVEC tox TNFa,Smad3 inh,Lung fibro prol,H69AR growth 86K
CCCC(=O)Oc1ccccc1C1SCc2cc(C)c(C)cc2CS1,-6,-1.6,1,·,·,-8,·,·,·
O=C1CCCC2=C1C(c1ccncc1)c1c(nc(SCc3ccccc3Cl)[nH]c1=O)N2 (stereo not drawn),-5,-2.2,-6,55,-36,-8,-1,89,82
CCOC(=O)c1sc2nc(C)n(CC(=O)NCC3CCCO3)c(=O)c2c1C (stereo not drawn),6,0.98,4,93,23,-21,-23,104,86
Cc1cc(N2CCOCC2)c2c(N)cc(C)c(C)c2n1,6,-0.16,2,102,-18,-7,-3,100,94
Cc1noc(C)c1COC(=O)C1(c2cccc(F)c2)CCCC1,·,1.6,·,96,·,·,9,93,80
CNC(=S)N1CCN(c2ccc(OC)cc2)CC1,13,0.6,1,·,-1,8,·,·,·
O=C(CCn1c(=O)c2ccccc2n(Cc2cccnc2)c1=O)NCc1ccc2c(c1)OCO2,4,0.65,5,97,10,-14,14,96,82
COc1ccccc1NC(=O)c1nn(-c2cccc(C(F)(F)F)c2)ccc1=O,12,1.6,-8,·,21,-9,·,·,·
N#CC1=C(N)Oc2ccccc2C12C(=O)Nc1n[nH]c(-c3ccccc3)c12 (stereo not drawn),·,-0.68,·,95,-2,·,-11,104,92
COC(=O)c1ccccc1NC(=O)CN(c1ccccc1)S(=O)(=O)N(C)C,10,-1.7,16,·,-50,-13,·,·,·
COc1ccc(C2C(C(=O)N3CCCC3)c3cc(OC)c(OC)cc3C(=O)N2C)cc1OC (stereo not drawn),·,0.89,·,99,·,·,5,97,99
CC(O)CN(Cc1cccc(Cl)c1)CC(C)O (stereo not drawn),0,0.47,18,93,-8,-14,5,107,88
NC(=O)CSc1nc2c(sc3ccccc32)c(=O)n1CCCN1CCOCC1,0,0.48,2,96,-18,-8,5,103,80
CCCCCCCCSc1nnc(CSc2nc3nc(C)cc(C)n3n2)o1,8,0.14,6,·,-9,7,·,·,·
Cc1noc(NS(=O)(=O)c2ccc(NC(=O)c3ccc(Br)o3)cc2)c1C,48,1.4,-9,94,4,-14,2,102,90
CC(C)Cc1nc(N2CCOCC2)c(C#N)c2c1CCC2,10,0,12,103,-68,-17,-11,91,90
CCCCNC(=O)CC(C(=O)N1CCc2ccccc21)n1ccnc1 (stereo not drawn),-5,0.72,-1,97,·,-22,5,103,109
O=C(NC1CCCC1)c1cc(-c2cccs2)on1,16,0.09,-17,100,-7,-35,-7,91,102
COC(=O)c1c(C)[nH]c(C)c1-c1ccc(C)cc1,41,-0.38,-4,97,1,-20,14,91,97
O=c1[nH]c(Cc2ccccc2)nc2scc(-c3ccccc3)c12,13,-0.81,-2,·,-4,-24,·,·,·
CCOC(=O)CC1C(=O)NCCN1C(=O)COc1ccc(Br)cc1C (stereo not drawn),14,0.45,4,101,-16,-13,1,97,96
Fc1cccc2sc(N3CCCCC3)nc12,-7,0.1,-6,102,-7,-24,2,114,109
O=C(c1cc2ccccc2o1)N1CCN=C1SCc1cccc(F)c1,-1,·,7,100,4,-24,1,107,95
CC(=O)c1ccccc1Oc1nc(CN2CCOCC2)nc2scc(-c3cccs3)c12,·,-0.22,·,75,·,·,0,·,30*
Cc1sc2nc(CN(Cc3cccs3)C(=O)NC3CCCCC3)[nH]c(=O)c2c1C,-4,-1.3,-5,·,-16,7,·,·,·

# Five compounds from above, ordered by the value under Pyk2 oligo antag, rising:
Compound	Pyk2 oligo antag
N#CC1=C(N)Oc2ccccc2C12C(=O)Nc1n[nH]c(-c3ccccc3)c12 (stereo not drawn)	-0.68
CC(=O)c1ccccc1Oc1nc(CN2CCOCC2)nc2scc(-c3cccs3)c12	-0.22
CCCCCCCCSc1nnc(CSc2nc3nc(C)cc(C)n3n2)o1	0.14
CCOC(=O)CC1C(=O)NCCN1C(=O)COc1ccc(Br)cc1C (stereo not drawn)	0.45
COc1ccccc1NC(=O)c1nn(-c2cccc(C(F)(F)F)c2)ccc1=O	1.6

# (further entries)
SMILES,cytoskel mod,Pyk2 oligo antag,VCAM1 TNFa inh,HUVEC inhibit,IL1B cytotox,HUVEC tox TNFa,Smad3 inh,Lung fibro prol,H69AR growth 86K
COCCNC(=O)CN1CCC(NC(=O)Nc2ccccc2)CC1,30,0.6,8,92,31,-2,-7,94,105
Cc1ccc(-c2cc3nc(-c4ccccc4)cc(N4CCC5(CC4)OCCO5)n3n2)cc1,-14,-0.96,25,94,-3,-33,14,103,71
CCCC[n+]1ccn(C2=C([O-])c3ccccc3C(=O)/C2=N\S(=O)(=O)c2ccccc2)c1,5,-0.23,0,5.1*,-6,-1,6,50,8.6*
O=C(CSc1ncn(-c2ccccc2)n1)N1CCN(c2ccccc2)CC1,-5,1.5,6,104,-22,16,1,102,96
CC(C)CC(/C(O)=C(\C#N)c1nc2ccccc2[nH]1)N1C(=O)c2ccccc2C1=O (stereo not drawn),-22,-2.6,-2,95,-13,-9,2,92,64
COCCNCCCCOc1c(Cl)cc(C)cc1Br,12,0.07,-8,·,16,-22,·,·,·
C/C(Cl)=C/Cn1c(NCCN(C)C)nc2c1c(=O)n(C)c(=O)n2C,18,-0.43,3,98,-36,-10,-3,100,110
Clc1ccc(-c2nnc(SCc3cn4ccsc4n3)n2CC2CCCO2)cc1 (stereo not drawn),-6,0.69,3,99,-4,-48,11[fluorescence artefact?],103,65
CC(=O)NC(CC(=O)Nc1ccc(S(=O)(=O)N2CCCC2)cc1)c1ccccc1 (stereo not drawn),-2,0.04,3,92,-11,-2,-5,96,95
C=CCn1c(P(=O)(O)c2ccccc2)nc2ccccc21,13,-0.29,-9,·,9,-6,·,·,·
NC(=O)C1CCCN(C(=O)NC2CCCCC2)C1 (stereo not drawn),2,0.68,2,93,-6,3,3,96,91
O=S(=O)(Nc1ccc2c(c1)OCCO2)c1cccc2nsnc12,-10,-0.25,-5,104,-8,-14,4,100,94
Cc1cc2cc(CN(Cc3cccs3)C(c3nnnn3C(C)(C)C)C(C)C)c3nnnn3c2cc1C (stereo not drawn),5,0.57,14,88,2,-15,1,61,96
COc1ccccc1Oc1nc(-c2ccccc2)cc(C)c1S(C)(=O)=O,·,-3.5*,-2,82,-2,-6,2,78,68
Cc1cc(S(=O)(=O)Nc2ccc(C(=O)N3CCN(C(=O)c4ccco4)CC3)cc2)ccc1F,0,0.19,7,·,18,-17,·,·,·
CCCn1c(=N)n(CC(=O)C(C)(C)C)c2ccccc21,-28,-0.51,8,104,-17,15,-1,91,95
O=C(O)C1C2C=CC(O2)C1C(=O)Nc1ccc2c(c1)OCCO2 (stereo not drawn),·,·,·,93,·,·,8,97,100
Cc1ccc(S(=O)(=O)CCC(=O)Nc2nc3c(s2)CCCC3)cc1,7,-0.27,7,79,-11,-8,-15,51,24*
CCCn1c2ccccc2c2nnc(SC(CC)C(=O)Nc3cc(C)on3)nc21 (stereo not drawn),-1,-2.6,11,106,-22,1,-4,110,32*
Cc1ccc(C)c(S(=O)(=O)N2CC(=O)Nc3ccccc32)c1,8,0.9,3,95,-7,-29,-2,103,81
O=C(CN1CCN(c2ccccc2)CC1)Nc1c(C(=O)C2CC2)oc2ccccc12,-9,0.15,0,87,-23,-13,4,93,77
Cc1c(Nc2ncnc3c2cnn3-c2ccccc2)c(=O)n(-c2ccccc2)n1C,20,-0.48,-4,100,10,-13,-13,88,92
CCOc1nc(-c2ccc(OC)cc2)ccc1-c1noc(C)n1,-1,-1,-5,106,-17,·,-6,88,76
CC1(C)Oc2cc(N)c([N+](=O)[O-])cc2O1,32,-0.07,2,·,6,-32,·,·,·
Nc1nc2ccc(C(=O)NC3CCCCC3)cc2s1,4,-0.18,6,91,9,-31,8[fluorescence artefact?],94,101

# Laid out differently: results already given.
smiles | cytoskel mod | Pyk2 oligo antag | VCAM1 TNFa inh | HUVEC inhibit | IL1B cytotox | HUVEC tox TNFa | Smad3 inh | Lung fibro prol | H69AR growth 86K
CC(=O)NC(CC(=O)Nc1ccc(S(=O)(=O)N2CCCC2)cc1)c1ccccc1 (stereo not drawn) | -2 | 0.04 | 3 | 92 | -11 | -2 | -5 | 96 | 95
CCCC[n+]1ccn(C2=C([O-])c3ccccc3C(=O)/C2=N\S(=O)(=O)c2ccccc2)c1 | 5 | -0.23 | 0 | 5.1* | -6 | -1 | 6 | 50 | 8.6*

# More records follow.
SMILES,cytoskel mod,Pyk2 oligo antag,VCAM1 TNFa inh,HUVEC inhibit,IL1B cytotox,HUVEC tox TNFa,Smad3 inh,Lung fibro prol,H69AR growth 86K
O=C(C1CCCN(S(=O)(=O)c2cnc[nH]2)C1)N1CCN(Cc2ccccc2)CC1 (stereo not drawn),14,·,23,94,-6,-21,-2,89,88
Cc1cc(NC(=O)c2ccccc2Cl)c(C(C)C)cc1O,7,-0.38,-8,·,4,-12,·,·,·
COc1cccc(C(=O)N(Cc2ccccc2)Cc2cc3cc4c(cc3[nH]c2=O)OCCO4)c1,-2,-3.3*,-9,84,-3,3,0,93,82
CC1Cc2ccccc2N1C(=O)CSc1nc2ccccc2o1 (stereo not drawn),-41,-1.5,32,101,12,24,-1,99,74
CCOC(=O)N1CCN(C(=O)c2cccn3c(=O)c4sccc4nc23)CC1,1,0.19,-8,95,20,5,-11,105,91
Cc1nc2sc3c(c2c(=O)o1)CC(C)(C)OC3,-18,0.21,14,97,11,4,-8,97,90
CCOC(=O)Cc1c(C)c2c(C)nn(-c3ccccc3)c2oc1=O,-29,0.27,21,64,-57,15,6,95,94
COc1ccnc(N2CCN(c3ccc(Cl)cc3)CC2)c1C#N,-50,-1.3,-4,·,37,0,·,·,·
O=C(C(Cc1ccccc1)N1C(=O)C2C3CCC(C3)C2C1=O)N1CCCCC1 (stereo not drawn),7,0.19,6,·,10,-8,·,·,·
N#Cc1c(-c2ccc(F)cc2)nc2n(c1=O)CCS2,·,0.61,-8,97,-8,-9,-17,101,86
Cn1c(=O)cc(OCCCC(=O)N2CCN(c3ccccn3)CC2)c2ccccc21,-8,0.48,0,·,-17,23,·,·,·
CSc1ccc(S(=O)(=O)Nc2ccc3c4c(cccc24)CC3)cc1,-46,-0.2,44*,·,22,18,·,·,·
O=C1C=C(Nc2ccc(O)cc2)CC(c2ccco2)C1 (stereo not drawn),2,-0.44,-6,64,-14,-40,3,80,26*

# Shown with two lines to a compound: entries from further up
# Below each SMILES – cytoskel mod, Pyk2 oligo antag, VCAM1 TNFa inh, HUVEC inhibit, IL1B cytotox, HUVEC tox TNFa, Smad3 inh, Lung fibro prol, H69AR growth 86K
Cc1ccc(C)c(S(=O)(=O)N2CC(=O)Nc3ccccc32)c1
    8, 0.9, 3, 95, -7, -29, -2, 103, 81
O=C(CN1CCN(c2ccccc2)CC1)Nc1c(C(=O)C2CC2)oc2ccccc12
    -9, 0.15, 0, 87, -23, -13, 4, 93, 77

# A different layout for some results above.
SMILES	cytoskel mod	Pyk2 oligo antag	VCAM1 TNFa inh	HUVEC inhibit	IL1B cytotox	HUVEC tox TNFa	Smad3 inh	Lung fibro prol	H69AR growth 86K
Cn1c(=O)cc(OCCCC(=O)N2CCN(c3ccccn3)CC2)c2ccccc21	-8	0.48	0	·	-17	23	·	·	·
COc1cccc(C(=O)N(Cc2ccccc2)Cc2cc3cc4c(cc3[nH]c2=O)OCCO4)c1	-2	-3.3*	-9	84	-3	3	0	93	82
COc1ccnc(N2CCN(c3ccc(Cl)cc3)CC2)c1C#N	-50	-1.3	-4	·	37	0	·	·	·

# Screening results: PubChem, several laboratories

# Only part of the results is shown; rates above refer to the full screens.
